# Screening results as filed in PubChem BioAssay.
# 12-LOX inh: ALOX12 (human) lipoxygenase inhibition. purified 12hLO, xylenol orange hydroperoxide absorbance. Potency, µM (top dose mostly 108 µM), without a hit: top-dose activity change, negative = inhibition, hits mostly inhibitors. 580,000 compounds, 1.1% hits; further: potency means the concentration at half of the fitted maximal effect; on the % scale 0 is the no-effect control and ±100 the full control effect
#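 Purified human 12hLO at 150 nM in 25 mM Hepes, 0.01% Triton X-100, pH 7.0, preincubated 15 min at room temperature with compound. Reaction started with 40 uM arachidonic acid, 30 min at room temperature. Hydroperoxide measured by Fe-xylenol orange, 573/405 nm absorbance ratio.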
# POLK inh: blocks human DNA polymerase kappa activity; Q9UBT6; purified Pol kappa, fluorescent DNA synthesis assay, 10 min; Potency, µM (series often up to 107 µM), without a hit: at the top dose activity, negative = inhibition, hits mostly inhibitors; 400,000 compounds, 0.53% hits; further: potency means the concentration at half of the fitted maximal effect; on the % scale 0 is the no-effect control and ±100 the full control effect
#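 Readout: fluorescence, taken kinetically at 0 and 10 min. Conditions: 10 nM Pol kappa, 15 min RT compound preincubation, 50 nM substrate final. Controls: enzyme-free buffer wells.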
# RGS4 inh: human RGS4 inhibition. P49798. Transcreener GDP fluorescence polarization, RGS4-accelerated GTP hydrolysis. Potency, µM (doses to about 114 µM), without a hit: at the top dose activity change, negative = inhibition, usual class: inhibitors. 390,000 compounds, 0.039% hits; further: potency means the concentration at half of the fitted maximal effect; on the % scale 0 is the no-effect control and ±100 the full control effect; nearly all actives have a fitted effect of over 75% in size; some results filed as inactive show a strong effect at the top dose
# Target sequence (P49798 whole entry, looked up): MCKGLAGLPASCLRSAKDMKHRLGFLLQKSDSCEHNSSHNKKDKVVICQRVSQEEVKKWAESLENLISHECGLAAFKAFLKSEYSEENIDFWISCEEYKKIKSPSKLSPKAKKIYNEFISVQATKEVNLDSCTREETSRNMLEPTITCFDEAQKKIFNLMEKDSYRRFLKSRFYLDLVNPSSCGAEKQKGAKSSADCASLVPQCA
#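 MLSMR compounds (23 nl, pin-transferred) preincubated 10 min at room temperature with a 500nM (2x) first reagent, then RGS4 at 900nM (2x) plus Transcreener GDP mix added; fluorescence polarization (620/688 nm) read before and after 90 min at 30 °C.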
# LDHA inh: blocks human lactate dehydrogenase A; purified LDHA, NADH/diaphorase-resazurin fluorescence; stronger effect = lower value; 480,000 compounds, 0.15% hits; P00338; activity change, % (values are at about 110 or 230 µM); in the data active means activity change below about -30%; inconclusive means mostly about -25% to -30%;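 further: plate controls were DMSO wells for no effect and wells without enzyme for full effect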
#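 Human LDH5 (2 nM) was incubated with 0.06 mM NADH and 0.2 mM pyruvate for 5 min at room temperature in Tris pH 7.4. Remaining NADH was coupled through diaphorase/resazurin, and resorufin fluorescence was read at 0 and 20 min.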
# ERG-DNA inh: ERG Ets/DNA interaction inhibition; Potency, µM (doses to about 76.9 µM), inactives show at the top dose FP activity, negative = inhibition, most hits filed as inhibitors; 370,000 compounds, 0.028% hits; fluorescence polarization, His-ERG Ets domain / labelled DNA; active means well fitted inhibition curve with a large enough effect in the polarisation, with a control signal flat; inconclusive means small, poorly fitted or top-dose-only effect, or effect the other way, or a change in a side signal; inactive means no such curve, though single readings can be large or run the other way; the % refers to the polarisation;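 further: polarization taken with two DNA probes labelled with fluorescein and Texas red; potency means the concentration at half of the fitted maximal effect; % of control where 0% means no effect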
# Target sequence (P11308 whole entry, looked up, the tested form may be a part): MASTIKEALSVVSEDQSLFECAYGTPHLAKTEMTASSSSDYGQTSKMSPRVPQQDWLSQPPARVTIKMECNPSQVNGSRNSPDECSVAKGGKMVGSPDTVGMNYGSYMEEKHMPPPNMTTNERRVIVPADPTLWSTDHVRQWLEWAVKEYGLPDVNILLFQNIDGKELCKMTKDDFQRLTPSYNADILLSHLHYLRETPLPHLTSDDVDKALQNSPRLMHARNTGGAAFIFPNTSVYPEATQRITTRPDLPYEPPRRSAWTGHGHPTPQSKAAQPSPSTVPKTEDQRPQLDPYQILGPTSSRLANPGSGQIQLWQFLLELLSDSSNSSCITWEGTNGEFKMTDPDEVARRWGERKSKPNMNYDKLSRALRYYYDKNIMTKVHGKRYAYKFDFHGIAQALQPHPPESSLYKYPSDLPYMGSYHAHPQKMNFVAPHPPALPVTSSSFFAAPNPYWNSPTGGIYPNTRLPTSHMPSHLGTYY
#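 His-tagged ERG Ets domain (1 uM in the protein solution; 300mM KCl, 50mM Tris-HCl, 1mM EDTA, 1mM DTT, pH 7.5) received compound, then a probe mix of 5 nM fluorescein-DNA and 100nM Texas-615-DNA. Fluorescence polarization was read for both dyes.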
# POLB inh: inhibitors of human DNA polymerase beta | P06746 | Pol beta primer extension/strand displacement, fluorescence kinetic | Potency, µM (titrated, usually from 114 µM), inactives show at the highest dose activity change, negative = inhibition, actives largely listed as inhibitors | 340,000 compounds, 1.3% hits; further: potency means the concentration at half of the fitted maximal effect; on the % scale 0 is the no-effect control and ±100 the full control effect
#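 10 nM enzyme + cpd, 15 min RT; start with substrate 50 nM final; read 0 min and after 10 min RT. Corrected, normalized data; 4-parameter Hill curve fit.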
# Anesthetic bind: binds horse apoferritin like a general anesthetic | Potency, µM (series often up to 77.5 µM), for inactives: at the top dose activity change, negative = displacement, actives largely listed as inhibitors | 350,000 compounds, 0.074% hits | P02791 | apoferritin/1-aminoanthracene competitive binding, fluorescence | AID 485281; further: potency means the concentration at half of the fitted maximal effect; on the % scale 0 is the no-effect control and ±100 the full control effect; nearly all actives have a fitted effect of over 20% in size
#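 Steps: apoferritin (10 uM) was premixed with half-saturated 1-AMA in PBS, compounds were pin-transferred, plates stood 10 min at room temperature, fluorescence was read at 380/535 nm, and curves were fitted with a Hill equation.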
# POLH inh: blocks human DNA polymerase eta activity. Q9Y253. recombinant Pol eta, fluorescent DNA replication assay. Potency, µM (series often up to 114 µM), for inactives: at the top dose activity change, negative = inhibition, actives largely listed as inhibitors. 390,000 compounds, 1.2% hits. AID 588591; further: potency means the concentration at half of the fitted maximal effect; on the % scale 0 is the no-effect control and ±100 the full control effect
#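 Pol eta at 10 nM preincubated with compounds 15 min at room temperature; reaction started with fluorescent substrate (50 nM final) and read kinetically at 0 and 10 min.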
# APE1 inh: inhibitors of human APE1 endonuclease; AID 2517; recombinant APE1, TAMRA/BHQ-2 abasic DNA cleavage fluorescence; Potency, µM (doses to about 65.8 µM), for inactives: at the highest dose activity change, negative = inhibition, actives largely listed as inhibitors; 350,000 compounds, 0.35% hits;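 further: potency means the concentration at half of the fitted maximal effect; plate controls were vehicle for no effect and reference inhibitor for full effect; nearly all actives have a fitted effect of over 55% in size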
# Target sequence (P27695 whole entry, looked up): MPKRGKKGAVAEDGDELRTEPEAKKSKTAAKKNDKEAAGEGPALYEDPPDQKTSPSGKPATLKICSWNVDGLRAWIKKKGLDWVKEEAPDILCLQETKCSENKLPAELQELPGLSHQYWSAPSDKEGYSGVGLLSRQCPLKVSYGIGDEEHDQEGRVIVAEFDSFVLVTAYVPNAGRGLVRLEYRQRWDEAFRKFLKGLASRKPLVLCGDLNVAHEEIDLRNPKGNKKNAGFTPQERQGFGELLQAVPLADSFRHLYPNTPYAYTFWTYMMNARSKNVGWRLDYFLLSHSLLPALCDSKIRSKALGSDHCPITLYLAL
#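 Enzyme (0.75 nM final) and test compound are incubated 15 min at room temperature before adding 50 nM quenched THF abasic-site duplex. Cleavage dequenches TAMRA, followed at 525/598 nm over three reads one minute apart.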
# * marks the source's active call; other numbers are inactive results; ? = inconclusive; · = no result given; & = joins results of further samples; [ ] = dose if it differs, or a comment. Unless noted, the call rests on the fitted dose curve; in most records, active means well fitted curve in the direction sought with a large enough effect; inconclusive means small, poorly fitted or top-dose-only effect, or another doubt; inactive means no such curve, though single readings can be large; an effect the other way counts as inactive or inconclusive. These rows are one share of the data, so the mix of outcomes need not match the whole.
SMILES,12-LOX inh,POLK inh,RGS4 inh,LDHA inh,ERG-DNA inh,POLB inh,Anesthetic bind,POLH inh,APE1 inh
CCOc1cc(C(=O)Nc2ccc(S(=O)(=O)Nc3nnc(CC)s3)cc2)cc(OCC)c1OCC,0%,0%,2%,-3,-19%,-3%,0%,-17%,-4%
COC(=O)c1cc(NC(=O)CSC2=NCCS2)cc(C(=O)OC)c1,26%,-14%,17%,-4,0%,7%,-11%,9%,5%
CCn1c2ccccc2c2cc(NC(=O)CC(C)=O)ccc21,0%,-7%,-6%,0,·,2%,-11%,-18%,-3%
CCOc1cc(C2C3=C(CCCC3=O)N(CCC(=O)O)C3=C2C(=O)CCC3)ccc1OS(=O)(=O)c1ccc(C)cc1,-12%,-20%,-27%,3,4%,-18%,426%[activator],-17%,5%
COc1ccc(NC(=O)CC(Cc2ccccc2)C(=O)O)cc1 (centres undefined),0%,-3%,-25%,-3,3%,-23%,-4%,4%,-3%
CNC(=O)N(C1=NCC(C)S1)c1ccc(F)cc1F (centres undefined),-2%,-5%,6%,3,-14%,-25%,-4%,-16%,-1%
Cc1ccc(C2CC(C(F)F)n3ncc(C(=O)Nc4cnn(Cc5ccccc5C)c4)c3N2)cc1 (centres undefined),?,-5%,33%,-5,-2%,3%,-13%,-5%,-8%
CCC(=O)N1CCc2cc(S(=O)(=O)CCC(=O)NC3CCCCC3)ccc21,?,2%,-51%,0,18%,14%,-8%,-6%,14%
CCCCC(CC)C(=O)Nc1ccc(S(=O)(=O)Nc2nccs2)cc1 (centres undefined),11%,-3%,11%,-6,18%,15%,-5%,-6%,7%
CC(C)=CCCC(C)CN1CCC(O)CC1 (centres undefined),?,-1%,7%,-11,5%,19%,-14%,-16%,1%
COc1ccc(OCCOC(=O)CN2C(=O)NC3(CCCC3)C2=O)cc1,10%,-17%,12%,2,15%,·,·,-4%,4%
COc1ccc(OC)c(CC(NC(C)=O)C(=O)NC2CCN(c3nc(OC)nc(OC)n3)CC2)c1 (centres undefined),0%,-6%,26%,-17,5%,9%,-3%,-3%,3%
Cc1cc(C)c(S(=O)(=O)NCCSCc2ccco2)c(C)c1,?,?,-9%,-20,12%,·,·,20µM*,-22%
C=CCNC(=O)C1CC(=O)N(c2ccc(OCC(=O)Nc3ccc(Cl)c(C(F)(F)F)c3)cc2)C1 (centres undefined),0%,-8%,-10%,-17,-4%,4%,1%,-3%,-3%
CC1(C)Cc2cccc(OCC(=O)N3CCN(c4ccccc4F)CC3)c2O1,1%,2%,-23%,-1,-4%,·,·,-9%,-17%
CCN1C(=O)[C@H]2[C@@H](c3ccc(-c4ccc(F)cc4)c(OC)c3)N[C@@](C)(C(=O)OC)[C@H]2C1=O,11µM*,6%,-1%,7,-5%,·,·,-5%,4%
CC(=O)Oc1ccc(-c2ccc(C(=O)OCC(=O)N(C)CC(=O)Nc3ccccc3Cl)cc2)cc1,·,-16%,-36%,-2,-1%,-13%,-14%,-18%,20%
COc1ccc(N(CC(=O)Nc2ccc(S(=O)(=O)N3CCCC3)cc2)S(C)(=O)=O)cc1OC,0%,-22%,11%,-2,-1%,-4%,-9%,-4%,1%
CC1=C(C(=O)OCc2ccc3c(c2)OCO3)C(c2ccccc2OCc2ccccc2)NC(=O)N1 (centres undefined),9%,-11%,-13%,1,·,-1%,-4%,-9%,-4%
Cc1ccccc1-c1nc2cc(NC(=O)c3cccc(OCCC(C)C)c3)ccc2o1,-17%,-6%,2%,0,-8%,-26%,33%[activator],-15%,·
COc1cc(OC)c(Nc2nc3ccccc3nc2-n2nc(C)cc2C)cc1Cl,0%,0%,17%,0,-3%,-1%,2%,-23%,·
Nc1nc(N)c2cc(Sc3ccc4ccccc4c3)ccc2n1,?,6%,-25%,2,12%,-1%,-1%,15%,0%
Cc1ccc(CN2C(=O)CNC2=S)cc1,-5%,-6%,-11%,0,5%,21%,-16%,-14%,4%
COC(=O)COc1cccc(NC(=O)c2cc(OC)cc(OC)c2)c1,-13%,-3%,-8%,-6,-11%,-1%,-12%,-17%,2%
O=C(Nc1cccn(Cc2c(Cl)cccc2Cl)c1=O)c1ccc(Cl)cc1Cl,?,-15%,4%,0,-1%,3%,-19%,-13%,0%

# In another format: results already given
# Order of values – 12-LOX inh, POLK inh, RGS4 inh, LDHA inh, ERG-DNA inh, POLB inh, Anesthetic bind, POLH inh, APE1 inh
COc1ccc(N(CC(=O)Nc2ccc(S(=O)(=O)N3CCCC3)cc2)S(C)(=O)=O)cc1OC
→ 0%, -22%, 11%, -2, -1%, -4%, -9%, -4%, 1%
CC1=C(C(=O)OCc2ccc3c(c2)OCO3)C(c2ccccc2OCc2ccccc2)NC(=O)N1 (centres undefined)
→ 9%, -11%, -13%, 1, ·, -1%, -4%, -9%, -4%

# Additional compounds:
SMILES,12-LOX inh,POLK inh,RGS4 inh,LDHA inh,ERG-DNA inh,POLB inh,Anesthetic bind,POLH inh,APE1 inh
CC(C)c1cnc2c(c1SCC(=O)c1ccc(Cl)cc1)c(=O)n(C)c(=O)n2C,-8%,-15%[60.1 µM],-41%,-1,1%,-5%,56%[activator],-15%,·
O=C(Nc1cccc(-c2csc(Nc3cccc(C(F)(F)F)c3)n2)c1)c1cc([N+](=O)[O-])cc(C(F)(F)F)c1,-3%,10%,0%,0,-1%,13%,-4%,-5%,11%
CCCCCCn1c(SCCOC)nc2c1c(=O)[nH]c(=O)n2C,25%&-18%,16%,-13%,2&-9,7%,27%,-7%,-1%,18%
Cc1ccc(NC(=O)c2ncn(CCCNCCCN(C)C)n2)cc1C,-29%,23%,22%,0,3%,·,·,-10%,·
CC(C)(C)c1cc(NC(=O)Nc2ccccc2)no1,-5%,-8%,14%,-4,-6%,0%,-8%,-8%,30%
CC[C@]12c3[nH]c4ccccc4c3CCN1C(=O)C(CC(=O)NC/C=C(\C)CCC=C(C)C)C[C@@H]2C(=O)N1CCN(C(=O)C2CC2)CC1 (some centres undefined),-11%,-18%,-18%,5,-6%,·,·,-20%,-6%
O=C(CSc1nccn1-c1ccc(F)cc1)Nc1cccc2ccccc12,6%&6%,-9%[60.1 µM],-5%,14&-5,-1%,19%,6%,-15%,·
CCOC(=O)c1sc(NC(=O)CN2C(=O)c3cccc4cccc(c34)C2=O)nc1C,-13%,-6%,-24%,-3,·,2%,-10%,8%,6%
Cn1cc(Cl)c(-c2n[nH]c(=S)n2C2CCCCC2)n1,-18%,-17%,-7%,-2,9%,-1%,-10%,-13%,1%
Cc1cc(C)cc(NC(=O)c2cccc(NC3=NC4CS(=O)(=O)CC4S3)c2)c1 (centres undefined),7%[57.4 µM],-8%,5%,-11,9%,3%,-11%,-17%,-5%
O=C1CNCc2[nH]c3ccccc3c2N1c1ccccc1,-20%,-14%,1%,-7,-4%,6%,4%,-3%,-5%
Cc1ccc(OCC(=O)Nc2ccc3nc(SCC(=O)N4CCOCC4)sc3c2)cc1,0%,-1%,0%,-5,1%,0%,-8%,-8%,·
CC(=O)c1ccc(NC(=O)CSc2nccn2Cc2ccco2)cc1,-11%,-6%[60.1 µM],-17%,0,-8%,0%,-9%,17%,·
O=C(Cc1ccccc1)N1O[C@H]2C=C[C@@H]1CC2,?,-8%,5%,-3,14%,·,·,-13%,1%
Cc1ccccc1OCCSc1nc(N(C)C)nc(N(C)C)n1,7%,-4%,-2%,1,17%,1%,-5%,-19%,-3%
O=C(CSc1nnc(-c2ccco2)n1-c1ccccc1)NCc1ccc2c(c1)OCO2,-19%,9%,-13%,-4,-2%,19%,4%,-11%,15%
CCOC(=O)C1CCCN(C(=O)CCc2ccccc2)C1 (centres undefined),12%,-5%,-28%,-7,-5%,13%,-17%,-12%,7%
CCOC(=O)c1ccccc1NC(=O)Cn1c(=O)n(-c2cccc(C)c2)c(=O)c2c1c1cc(C)ccc1n2C,-13%,-1%,1%,-1,7%,-7%,-3%,-20%,·
CCOC(=O)C1CCN(C(=O)C2CCCN2S(=O)(=O)c2ccc(Cl)cc2)CC1 (centres undefined),357%[activator],-2%,8%,1,9%,44%,-8%,-17%,9%
Oc1c(C(c2ccc(F)cc2)N2CCCC2)sc2nc(-c3ccco3)nn12 (centres undefined),?,-5%[60.1 µM],-18%,6,-1%,2%,-3%,?,·
O=C(COc1ccc(Cl)cc1Cl)NNC(=S)NC(=O)c1ccco1,?,1%,-37%,-8,0%,-8%,-3%,-6%,?
COc1ccc(NC(=O)COc2ccc(N(C)S(=O)(=O)c3ccc(Cl)cc3)cc2)cc1,366%[activator],0%,1%,-3,3%,·,·,-21%,-20%
O=C(Cc1ccc(-c2ccccc2)cc1)NCc1cccnc1,-4%,0%,-7%,-4,1%,22%,-6%,-13%,-3%
Cc1nn(CC(=O)NCc2ccc(N(C)C)cc2)c(=O)c2c(C)n(-c3ccc(Cl)cc3)nc12,?,-10%[60.1 µM],24%,0,2%,16%,58%[activator],-6%,·
CCc1ccc(C(=O)NNC(=O)c2cccc(N3C(=O)CCC3=O)c2)cc1,-3%,-5%,4%,-4,4%,·,·,0%,5%
